# ERAP1 HTS inh: blocks human ERAP1 aminopeptidase activity. recombinant ERAP1, Leu-AMC fluorescence, 60 min. 340,000 compounds, 0.15% hits. inhibition, % at 10.7 µM;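 active = mean replicate inhibition of at least 30%, or all replicates individually reaching that 30% level; inactive = mean below 30% and not every replicate reaching it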;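 also: 0% = neutral control wells and 100% = L-leucinethiol positive control wells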
# Cneo AK release: causes C. neoformans cell lysis. adenylate kinase release luminescence, 4 h; normalised: neutral wells 0, clomiphene wells 100. lysis activity, % at 15 µM. 360,000 compounds, 0.2% hits;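 active = mean lysis activity across replicates of at least 80%, whatever share of replicates individually reach that level; inactive = mean lysis activity below 80%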
#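 Assay system: C. neoformans cells. Amount: yeast cell density of 5 × 10^6 cells/mL. Technique: AK luminescence. Buffer or medium: YPD. Times: static 4 h at 37 °C with compound, 1 h detection. Dosing: single-point compound dose. Read-out: lysis from increased AK signal.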
# RAD54 inh: inhibitors of human RAD54 branch migration | Q92698 | RAD54 Holliday junction branch migration, FAM/BHQ fluorescence | inhibition, % at 10.4 µM | 360,000 compounds, 0.14% hits | AID 602329;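 active = mean normalized replicate activity at least 40 and at least half of replicates scoring 40 or more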;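 also: 0% = median of neutral control wells and 100% = median of positive control wells; inhibitors cause a drop in the FAM fluorescence signal; in these data hits start at about 50%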
# miR-122 sensor: blocks miR-122 activity in Huh7 sensor cells. Huh7 miR-122 Renilla luciferase sensor, 48 h; neutral wells = 0, positive control = 100. activation (reporter increase), % at 12.5 µM. 340,000 compounds, 0.3% hits. AID 602342;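 active = mean replicate activation score at least 90 and every replicate individually at or above 90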;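 also: higher luciferase means less miR-122 activity so hits act as miR-122 inhibitors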
# PGC1a acetyl inh: PGC1a acetylation modulation, inhibitor mode; inhibition, % at 15.6 µM; 350,000 compounds, 0.17% hits; U2OS PGC1a acetylation, AlphaScreen anti-acetyl-lysine; with virally co-expressed GCN5 acetyltransferase;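 active = every replicate shows inhibition of at least 40%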;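 also: 0% = neutral control wells and 100% = positive control wells; some results beyond the cut were filed as inactive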
# E-sel inducer: induces E-selectin expression in human endothelial cells; activation, % at 7.58 µM; P16581; 260,000 compounds, 0.37% hits; HUVEC E-selectin immunofluorescence imaging; normalized: neutral wells 0, TNF-alpha wells 100;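 active = mean E-selectin-positive cell signal at least 10% of the positive control, reached in at least 60% of replicates, without over 20% cell loss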;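 also: in these data hits start at about 27%; measured in HUVEC primary endothelial cells; signal is the percent of cells scored E-selectin positive by PE staining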
# Target sequence (P16581 whole entry, looked up): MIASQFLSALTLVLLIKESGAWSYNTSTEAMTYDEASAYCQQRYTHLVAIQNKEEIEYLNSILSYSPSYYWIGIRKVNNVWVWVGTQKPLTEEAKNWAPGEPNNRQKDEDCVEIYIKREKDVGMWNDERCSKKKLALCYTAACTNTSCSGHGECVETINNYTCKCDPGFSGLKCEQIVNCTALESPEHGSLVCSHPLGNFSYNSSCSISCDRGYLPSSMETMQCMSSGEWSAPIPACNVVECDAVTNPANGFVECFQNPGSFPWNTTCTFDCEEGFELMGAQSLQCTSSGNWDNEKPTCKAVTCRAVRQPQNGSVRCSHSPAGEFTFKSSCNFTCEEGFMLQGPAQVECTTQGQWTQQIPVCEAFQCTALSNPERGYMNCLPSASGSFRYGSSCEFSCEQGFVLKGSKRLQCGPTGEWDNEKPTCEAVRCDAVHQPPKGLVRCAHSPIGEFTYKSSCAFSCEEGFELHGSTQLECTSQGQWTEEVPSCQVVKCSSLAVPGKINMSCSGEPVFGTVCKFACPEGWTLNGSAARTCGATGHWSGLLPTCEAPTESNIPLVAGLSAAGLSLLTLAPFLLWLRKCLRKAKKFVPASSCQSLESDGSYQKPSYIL
#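 Test system: HUVEC | Signal: Immunofluorescence imaging | Read-out: Percent E-selectin-positive cells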
# RAD52 inh: RAD52 (human) annealing inhibition | P43351 | inhibition, % at 18.7 µM | recombinant RAD52 DNA annealing, FRET fluorescence | 360,000 compounds, 0.46% hits;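 active = every replicate showing at least 50% inhibition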
# Target sequence (P43351 whole entry, looked up): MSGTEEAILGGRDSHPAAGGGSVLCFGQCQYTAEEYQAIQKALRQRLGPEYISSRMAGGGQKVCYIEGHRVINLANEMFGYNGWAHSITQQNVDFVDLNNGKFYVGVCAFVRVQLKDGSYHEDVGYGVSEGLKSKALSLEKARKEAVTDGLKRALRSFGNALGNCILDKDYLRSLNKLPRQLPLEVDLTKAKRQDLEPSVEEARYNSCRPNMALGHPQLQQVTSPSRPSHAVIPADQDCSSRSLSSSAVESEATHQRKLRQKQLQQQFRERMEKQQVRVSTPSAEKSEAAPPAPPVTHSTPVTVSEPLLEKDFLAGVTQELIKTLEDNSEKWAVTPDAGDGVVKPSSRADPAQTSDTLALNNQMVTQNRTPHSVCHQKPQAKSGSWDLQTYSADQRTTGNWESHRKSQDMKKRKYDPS
# PglD inh: PglD (C. jejuni) enzyme inhibition; AID 602405; 360,000 compounds, 0.098% hits; inhibition, % at 12.5 µM; purified PglD enzyme, DTNB colorimetric CoA detection; in the data active = inhibition above about 16%, passing the limit was not always enough; also: strong numbers were not always called active
# * marks the source's active call; other numbers are inactive results; . = no result given; [ ] = another dose, or the depositor's remark.
# Fields: ERAP1 HTS inh, Cneo AK release, RAD54 inh, miR-122 sensor, PGC1a acetyl inh, E-sel inducer, RAD52 inh, PglD inh
- COc1ccc(C#Cc2ccc3c(c2)O[C@@H](CN(C)S(=O)(=O)c2ccccc2F)[C@H](C)CN([C@H](C)CO)S3(=O)=O)cc1
    -1, -4, 2, -4[16.7 µM], -1, 0.6, -50, 0
- C[C@@H]1CN([C@@H](C)CO)C(=O)c2cc(NC(=O)Nc3ccc(F)cc3)ccc2O[C@@H]1CN(C)Cc1ccc(Cl)c(Cl)c1
    1, -3, -6, -22[16.7 µM], -4, ., -15, 2
- C[C@@H]1CN([C@H](C)CO)C(=O)Cc2cc(NC(=O)Nc3cccc4ccccc34)ccc2O[C@@H]1CN(C)Cc1ccc(C(=O)Nc2ccccc2N)cc1
    1, ., ., ., 1, -1.1, -10, .
- C[C@H](CO)N1C[C@H](C)[C@@H](CN(C)CC2CCCCC2)OCCCC[C@H](C)Oc2ccc(NS(=O)(=O)c3ccccc3)cc2C1=O
    -1, 3, 8, -3[16.7 µM], 10, 0.2, 17, -1
- CC(/C=N\NC(=O)Cn1cncn1)=C/c1ccc(C(C)C)cc1
    1, -2, -5, -6, 4, ., -13, 7
- O=C(C(=O)N1CCCCCC1)c1c[nH]c2ccccc12
    -3, 1, -15, -1, 7, ., 4, -1
- O=C(COC(=O)CC1CCS(=O)(=O)C1)Nc1ccc(F)cc1 (stereo not given)
    0, -4, -6, -8, -5, ., 4, 0
- CS(=O)(=O)c1cccc(C(=O)NCc2ccccc2)c1
    -3, -3, -3, -6, 18, ., -13, -2
- CC(C)C[C@H](NC(=O)OC(C)(C)C)C(=O)N/N=C/C1=Cc2ccccc2OC1C (stereo not given in full)
    ., 6, -5, 8, -6, ., ., -5
- O=C(CSc1nnc(C2CC2)n1Cc1ccccc1)N1CCNC1=O
    -2, ., ., -2, -1, -0.1, -2, .
- COc1ccccc1-c1cnc(C(O)c2cccc(F)c2)[nH]1 (stereo not given)
    -2, 0, 3, 6, ., 0.0, -12, 7
- CC=Cc1ccc2n(c1=O)C[C@H]1[C@H](CO)[C@@H](C(=O)OC)N(Cc3ccccc3)[C@@H]21 (mixture of isomers)
    -1, 1, -11, 2[16.7 µM], ., -0.6, -11, -1
- CC(C)NC(=O)N(C)C[C@@H]1Oc2c(NC(=O)C3CC3)cccc2C(=O)N([C@H](C)CO)C[C@H]1C
    4, 42, -11, 5[16.7 µM], -12, 4.9, 2, -3
- Cc1ccc2cccc(OCC(=O)Nc3ccc4c(c3)OCO4)c2n1
    -2, 0, -4, 0, -1, ., -10, 3
- O=C(CSc1nnc(NC(=O)C2CC2)s1)Nc1ccccc1
    -2, 2, 1, -7, -35, ., -15, -4
- COc1ccc(S(=O)(=O)N(C)C[C@H]2Oc3ccc(NC(=O)CCCCCC(=O)Nc4ccccc4N)cc3CC(=O)N([C@@H](C)CO)C[C@@H]2C)cc1
    3, 49, 1, -3[16.7 µM], 4, 0.2, 1, -3
- CCc1ccc(-c2csc3[n+]2CCN3C(C)=O)cc1
    -1, 2, 6, ., 4, ., -7, 0
- CN1CCN(C(=O)C[C@H]2C[C@@H]3c4cc(NC(=O)C5CCC5)ccc4O[C@@H]3[C@@H](CO)O2)CC1
    0, 0, 1, 7[16.7 µM], 0, 0.4, -5, -2
- COc1ccc(NC(=O)Nc2ccc3c(c2)C(=O)N([C@@H](C)CO)C[C@@H](C)[C@@H](CN(C)C(=O)Nc2ccc(F)cc2)O3)cc1
    -1, 31, -2, -2[16.7 µM], 5, -0.1, -8, 1
- CC1=C(C(=O)Nc2ccccn2)C(c2ccccc2Cl)NC(=S)N1 (stereo not given)
    3, 0, -4, -6, -2, -1.2, -17, -1
- CCC(c1nnnn1C(C)(C)CC)N1CCN(c2ccccc2F)CC1 (stereo not given)
    4, -13, -17, -1, -2, ., -9, -4
- CCOC(=O)N1CCN(Cc2nc(N)nc(Nc3ccc(Cl)cc3)n2)CC1
    -1, ., ., ., 12, 4.1, -94, .
- Cc1ccc(Cl)c(OCCN2CCc3ccccc3C2)c1
    1, -4, -2, -7, 7, ., -19, 0
- COCC(=O)N1C[C@H](C)[C@@H](OC)CN(C)C(=O)c2ccc(NS(C)(=O)=O)cc2OC[C@@H]1C
    ., 98*, 8, ., -6, 0.1, -4, -2
- Cc1ccccc1CN(C)C[C@H]1OCc2cn(nn2)CCCC(=O)N([C@@H](C)CO)C[C@@H]1C
    0, -2, 5, 0[16.7 µM], 3, 0.0, -7, 0
- Cc1ccc(NC(=S)Nc2cccc3cnccc23)c(C)c1
    -1, 0, -7, 1, ., 17, 4, -2
- CCCNC(=O)N(C)C[C@@H]1Oc2ncc(/C=C/c3ccccc3)cc2C(=O)N([C@@H](C)CO)C[C@H]1C
    -3, 7, -4, -5[16.7 µM], 9, -0.2, 15, 0
- Cc1ccccc1-c1noc(-c2ccccc2C(=O)NCc2ccco2)n1
    -2, ., ., ., -7, -0.8, -28, .
- COc1ccccc1NC(=O)CCn1cccc1
    ., -1, 5, -7, -3, ., ., 2
- COc1ccc(-c2cc3nc(C)cc(N)n3n2)cc1
    ., -13, 7, 8, 9, ., ., 7

# Entries listed so far that contain an NH in an aromatic ring, in the order listed:
# Fields: ERAP1 HTS inh, Cneo AK release, RAD54 inh, miR-122 sensor, PGC1a acetyl inh, E-sel inducer, RAD52 inh, PglD inh
- O=C(C(=O)N1CCCCCC1)c1c[nH]c2ccccc12
    -3, 1, -15, -1, 7, ., 4, -1
- COc1ccccc1-c1cnc(C(O)c2cccc(F)c2)[nH]1 (stereo not given)
    -2, 0, 3, 6, ., 0.0, -12, 7

# Going on with the list.
# Fields: ERAP1 HTS inh, Cneo AK release, RAD54 inh, miR-122 sensor, PGC1a acetyl inh, E-sel inducer, RAD52 inh, PglD inh
- COc1ccccc1NC(=O)CCCNC(=O)Cn1cnc2sc(C)c(C)c2c1=O
    1, 1, 0, -6, -1, 2.3, -4, 0
- Nc1cc(N)nc(SCC(=O)NNC(=O)Cc2ccccc2)n1
    -1, ., ., ., 4, 0.3, 5, .
- Cc1ccc(S(=O)(=O)N(C)C[C@H]2Oc3ccc(NC(=O)Cc4cn(C)c5ccccc45)cc3C(=O)N([C@@H](C)CO)C[C@H]2C)cc1
    ., -1, 2, 29[16.7 µM], 0, 0.4, ., 1
- Cc1noc(C)c1NC(=O)Nc1ccc2c(c1)C(=O)N([C@H](C)CO)C[C@@H](C)[C@H](CN(C)S(=O)(=O)c1cn(C)cn1)OCCCC[C@H](C)O2
    2, -2, -7, 7[16.7 µM], -8, -0.4, 0, -1
- CCC(=O)Nc1ccc2c(c1)OC[C@@H](C)N(C(=O)CC1CC1)C[C@H](C)[C@@H](OC)CN(C)C2=O
    0, 1, -11, -3[16.7 µM], -1, 0.3, 5, -2
- Cc1[nH]c2ccccc2c1C(=O)CN1CCSCC1
    ., 2, 5, -8, -16, ., ., -1
- CC(C)(C)C(=O)N1CCN(c2ncccc2C(F)(F)F)CC1
    ., 0, -19, ., 1, -0.2, 3, 5
- Cc1cc(C(=O)CSc2nc(N)cc(=O)[nH]2)c(C)n1Cc1ccco1
    -2, 1, -1, 2, 6, ., -23, -1
- O=C1CSC(c2ccc([N+](=O)[O-])cc2)N1Cc1ccccc1 (stereo not given)
    -2, 1, -2, 4, -24, 3.2, -2, -2
- OC(CNCc1ccccc1)(c1ccccc1)c1ccccc1
    2, -2, 9, -6, -4, 0.1, -17, -4
- Cc1cccc(-c2ccc([C@H]3[C@H](CO)N4CCCCN(Cc5ccncc5)C[C@@H]34)cc2)c1
    ., 1, 3, 5[16.7 µM], -9, -0.2, ., -1
- CC(C)CCn1c(=O)[nH]c2ccccc21
    2, 3, -4, 4, -14, 0.2, -8, 5
- CCOc1ccc(/C=N/N2C(C)CCCC2C)cc1OC (stereo not given)
    0, 0, 5, 1, 5, ., -21, -6
- C=CCSc1nc(C)c(CCC(C)C)c(=O)[nH]1
    13, ., ., ., -4, 3.5, -16, .
- COCC#Cc1ccc([C@@H]2[C@H]3CN(S(=O)(=O)c4ccccc4C)CCCCN3[C@H]2CO)cc1
    -2, 3, -14, -9[16.7 µM], -6, -0.2, -35, 3
- O=C1c2ccccc2-c2onc3ccc(Oc4ccccc4)c1c23
    ., 3, -3, -11, -39, ., ., 0
- O=C(NC12CC3CC(CC(C3)C1)C2)c1ccc(S(=O)(=O)N2CCOCC2)cc1
    ., 1, -10, 7, 6, ., ., -3
- CCOC(=O)COn1c(=O)c(=O)n(O)c2ccccc21
    ., 3, -1, 4, 1, ., ., 8
- COc1ccc(CCN(/C=C2\Sc3ccccc3C2=O)C(C)=O)cc1OC
    -2, -5, -5, 2, -13, 0.5, -14, 1
- CCOC(=O)C1=C(C)NC(C)=C(C(=O)OCC)C1c1ccccn1
    1, 0, -8, -5, 7, -0.1, -2, -2
- CCn1cc(C(=O)O)c(=O)c2cnc(N3CCN(C(=S)NC(=O)c4ccccc4)CC3)nc21
    2, ., ., ., -6, 3.7, 7, .
- CN1CCCN(S(=O)(=O)c2ccc(O)c(C(=O)O)c2)CC1
    -1, 0, -1, 2, -1, -0.1, -1, .
- O=C(N[C@H]1CC[C@H](CC(=O)N2CCCCC2)O[C@@H]1CO)c1ccc2c(c1)OCO2
    -2, -10, 7, ., 2, -0.2, 5, -1
- COc1cc(C)ccc1OCc1cc(C(=O)N2CCN(C3CCCCC3)CC2)no1
    0, -4, 4, ., -2, ., -21, -2
- CCCNC(=O)NC[C@@H]1[C@@H](c2ccc(C3=CCCCC3)cc2)[C@@H](CO)N1C(C)=O
    0, -20, -2, 36[16.7 µM], -7, 0.1, -64, -1
- CCOc1ccccc1OCC(=O)NCCc1ccc(S(N)(=O)=O)cc1
    2, ., ., -9, -1, 0.1, 9, .
- CN(C)c1ccc(/C=C/C(=O)c2cccc(Br)c2)cc1
    ., -13, -199, -11, -13, ., ., -1
- Cc1ccc([N+](=O)[O-])cc1NC(=S)NC(=O)c1c(Cl)cnn1C
    5, 0, -13, 2, 1, -0.7, -12, -1
- CC1(C)C(=O)OC(C(=O)c2ccccc2)C2(CCCCC2)C1=O (stereo not given)
    ., 0, -2, 16, -7, ., ., -4
- CC1CCN(C(=S)c2cn(Cc3ccccc3F)c3ccccc23)CC1
    ., 7, 5, 9, 5, ., ., -1
- C[C@@H]1CN([C@@H](C)CO)C(=O)c2cccc(NS(=O)(=O)c3cccs3)c2O[C@@H]1CN(C)S(C)(=O)=O
    -1, -8, 1, -2[16.7 µM], -7, -2.7, -9, -1
- CCc1ccc(CN2CCC(CO)(CC3CCCCO3)CC2)o1 (stereo not given)
    0, -1, -21, -6, 7, -0.1, -8, 6
- COc1ccc(CN(Cc2ccccn2)S(=O)(=O)c2ccc(-n3cnnn3)cc2)cc1
    ., 0, 7, -2, -10, ., ., -2
- COc1ccccc1CN1C[C@@H]2C[C@@H](c3ccc4nsnc4c3)N3CCC[C@@]23C1=O
    -3, 2, -6, 29, -8, ., -31, -5
- CN(C)/C=C/C(=O)c1ccc(Cl)cc1
    ., -1, -1, 15, 7, ., ., 2
- O=C(Nc1cc(F)ccc1F)C1CCCN1S(=O)(=O)c1cccc2nsnc12 (stereo not given)
    0, 0, 9, 10, -1, ., -12, 2
- CNC[C@@H]1Oc2ccc(NS(=O)(=O)c3ccc(Cl)cc3)cc2C(=O)N([C@@H](C)CO)C[C@@H]1C
    3, 14, 7, 0[16.7 µM], 4, ., 0, 2
- CC(C)[C@H](C)NC(=O)N(C)C[C@@H]1OCc2ccccc2-c2c(n(C)c3ccccc23)C(=O)N([C@@H](C)CO)C[C@@H]1C
    1, -1, 7, ., 6, -0.3, 13, 1
